# Assay outcomes deposited in PubChem by several laboratories.
# Phagocyt inh: inhibitors of macrophage phagocytosis | hit rate 0.07% among 110,000 | inhibition, % at 5 µM | J774A.1 macrophage IgG-bead phagocytosis, imaging;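 active = inhibition above the mean of the plate negative controls plus 5 SD, cut at about 13% in these data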;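 note: phagocytic index as fraction of beads internalized from green versus red external bead signal; plate controls were DMSO negative control for no effect and cytochalasin-D positive control for full effect; some results beyond the cut were filed as inactive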
# bCat KO growth: beta-catenin-lacking colon tumor cell growth suppression; HCT116 beta-catenin knockout viability, CellTiter-Glo, 60 h; hits give low values; viability, % at 10 µM; hit rate 1.5% among 140,000; AID 818;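 active = viability at or under a set limit, the compound median less 4 SD, cut at about 6% in these data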;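 note: 0% = Hyamine 1622 control at 20 µM and 100% = untreated cell control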
# MRP-1 activ: MRP-1 activation; H69AR cells + doxorubicin, viability rescue, CellTiter-Glo; viability increase, % at 10 µM; hit rate 0.61% among 140,000;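 active = viability gain under doxorubicin at or above a set limit, the compound median plus 3 SD, cut at about 4.7% in these data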;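 note: MRP-1 overexpressing cells given doxorubicin 25 µM after compound pretreatment; 18-22 h compound pretreatment then 72 h with doxorubicin before readout; 0% = doxorubicin-only wells and 100% = vehicle-treated cells without doxorubicin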
# BB579 growth dn: chemicals that inhibit yeast BB579 growth in restrictive medium (lifespan-shortening candidates) | S. cerevisiae BB579 growth, OD615, 48 h | inhibition, % at 10 µM | hit rate 0.51% among 140,000 | AID 804;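 active = inhibition above a set limit, 3 SD over the mean compound inhibition, cut at about 44% in these data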; note: inactives centre near -24
#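 System: Saccharomyces cerevisiae DeaD strain BB579, replicative lifespan model yeast | Buffer or medium: Restrictive glucose-based CSMM-D medium | Times: 4 h preincubation and 48 h exposure at 30 °C | Detection: OD615 turbidity measurement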
# E-sel TNF inh: TNF alpha driven E-selectin expression inhibition. HUVEC TNFa-induced E-selectin immunofluorescence, high content. hit rate 0.71% among 120,000. inhibition, % at 2 µM. AID 1246;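 active = inhibition above the batch mean plus 3 SD, and confirmed as a hit on visual image review, cut at about 43% in these data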;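 note: 0% = TNF-stimulated DMSO wells and 100% = unstimulated control wells; not every result past the cut was called active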
# PTEN del growth: PTEN-deleted cell growth suppression; AID 827; hit rate 1.2% among 140,000; HCT116 PTEN-null viability, CellTiter-Glo, 60 h; hits give low values; viability, % at 10 µM;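 active = viability at or below a set limit, 4 SD under the median of all tested compounds, cut at about 3.7% in these data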;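 note: PTEN knockout HCT116 line with beta catenin targeted HCT116 as companion control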
# Measles CPE: protection of cells from measles virus. protection (pct of control), % at 4 µM. hit rate 1.5% among 140,000. Measles virus-infected cells, CPE protection, absorbance; in the data active = protection mostly above about 24%, no sharp cut-off; inactive = mostly below about 26%; note: some compounds called inactive have numbers as strong as hits
# Yeast lifespan up: yeast lifespan extension | S. cerevisiae growth with nicotinamide, OD615; deaD strain in restrictive glucose medium | inhibition of the nicotinamide effect, % at 10 µM | hit rate 0.68% among 130,000 | AID 775;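 active = inhibition above a set limit, placed 3 SD over the median of all compounds, cut at about 26% in these data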;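 note: 0% = nicotinamide-treated wells and 100% = cells grown without nicotinamide; some compounds called inactive have numbers as strong as hits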
#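 Assay system: DeaD-strain S. cerevisiae. Medium: CSMM-D glucose medium, restrictive. Reagent: nicotinamide, 1.5 mM, co-present with compound. Compound: 10 µM single point, 0.25% DMSO. Schedule: culture preincubation 4 h, compound exposure 48 h, both 30 °C. Detection: absorbance at 615 nm.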
# NPY Y2 blocker: NPY-Y2 (human) receptor antagonism. NPY-Y2 expressing cells, antagonist mode. inhibition, % at 2.7 µM. hit rate 0.99% among 140,000. AID 793; in the data active = inhibition above about 17%;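 note: 0% = vehicle with agonist challenge and 100% = reference antagonist with challenge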
# Target sequence (P49146 whole entry, looked up): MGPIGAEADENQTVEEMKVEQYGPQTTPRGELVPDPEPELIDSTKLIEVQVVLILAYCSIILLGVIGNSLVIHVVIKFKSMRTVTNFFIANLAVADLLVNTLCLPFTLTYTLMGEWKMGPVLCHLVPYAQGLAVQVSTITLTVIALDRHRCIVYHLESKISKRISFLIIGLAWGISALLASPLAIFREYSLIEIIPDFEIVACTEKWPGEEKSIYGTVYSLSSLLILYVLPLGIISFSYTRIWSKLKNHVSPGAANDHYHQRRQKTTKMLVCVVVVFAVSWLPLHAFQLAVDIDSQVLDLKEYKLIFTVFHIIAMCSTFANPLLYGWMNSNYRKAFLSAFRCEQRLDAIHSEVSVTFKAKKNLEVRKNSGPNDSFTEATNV
# GALR2 antag: GALR2 (human) receptor antagonism; O43603; inhibition, % at 4 µM; hit rate 0.39% among 140,000; GALR2-expressing cells, antagonist mode; in the data active = inhibition above about 27%;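 note: cells stimulated with galanin 1-16 at roughly its EC80; 0% = agonist challenge control and 100% = basal control without agonist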
# Target sequence (O43603 whole entry, looked up): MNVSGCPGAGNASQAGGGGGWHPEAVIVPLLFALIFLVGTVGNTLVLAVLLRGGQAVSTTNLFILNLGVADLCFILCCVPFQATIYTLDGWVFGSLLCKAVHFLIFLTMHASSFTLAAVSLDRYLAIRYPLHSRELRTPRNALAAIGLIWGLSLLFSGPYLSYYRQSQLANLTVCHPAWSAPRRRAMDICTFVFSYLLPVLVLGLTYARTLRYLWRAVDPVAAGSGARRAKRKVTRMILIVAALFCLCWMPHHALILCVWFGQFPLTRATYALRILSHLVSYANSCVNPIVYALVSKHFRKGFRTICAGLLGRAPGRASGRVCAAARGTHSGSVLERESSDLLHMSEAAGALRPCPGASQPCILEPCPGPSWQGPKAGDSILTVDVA
# * marks the source's active call; other numbers are inactive results; nt = not tested or not shown; & = joins results of further samples.
item	SMILES	Phagocyt inh	bCat KO growth	MRP-1 activ	BB579 growth dn	E-sel TNF inh	PTEN del growth	Measles CPE	Yeast lifespan up	NPY Y2 blocker	GALR2 antag
1	O=C(CCSCCC(=O)NCc1ccccc1)NCc1ccccc1	-2	84	-0.5	15	-4	101	4	-3	0	7
2	CSc1ccc(CNc2ccc(C)c(C)c2)cc1	nt	93	2.0	1	-2	86	10	-4	1	-4
3	COc1ccc(N(C(=O)c2ccco2)C(C(=O)NC2CCCC2)c2ccc(N(C)C)cc2)cc1OC (centres undefined)	nt	92	-2.2	5	3	86	7	-2	4	-7
4	CN=c1scc(-c2ccc(Br)cc2)n1C	0	98	-0.6	-2	7	90	6	-14	2	8
5	NC(=O)C1c2ccccc2CSc2ccccc21 (centres undefined)	4	86	-1.5	-24	-53	100	7	-7	4	0
6	O=C(O)COc1ccc(/C=N/n2cnc3scc(-c4cccs4)c3c2=O)cc1	4	98	-1.6	-5	93*	108	2	-3	1	-4
7	COc1ccc(N2C(=O)CSC23C(=O)Nc2ccccc23)cc1OC (centres undefined)	0	86	-4.2	-20	nt	83	3	-1	-1	-6
8	CCC(C)[C@H](N)c1nnc(SCC(=O)c2ccc(Cl)cc2)o1 (some centres undefined)	0	101	-0.8	-49	1	116	6	-3	3	0
9	O=C(Nc1ccc(Br)cc1)c1ccc(F)c(S(=O)(=O)NCc2cccs2)c1	nt	10	-2.4	-18	nt	14	4	-1	0	11
10	Cc1ccc(/C=c2\sc3nc(-c4ccco4)nn3c2=O)o1	-1	97	-0.9	-14	nt	79	13	-5	3	5
11	O=c1c2ccccc2sn1-c1cc(S(=O)(=O)N2CCOCC2)ccc1N1CCOCC1	nt	92	-2.8	-46	nt	39	16	-2	6	-4
12	CN(C)C(CNC(=O)C1CCCN(C(=O)c2ccc(Cl)cc2)C1)c1ccco1 (centres undefined)	-3	87	-4.0	-4	-12	90	5	-6	1	-10
13	N#Cc1ccc(CSCC(=O)O)cc1	-1	96	0.1	-45	nt	105	27	-2	2	-2
14	COc1cc2nc(SCC(N)=O)n(CCC3=CCCCC3)c(=O)c2cc1OC	-1	83	-3.3	-29	nt	72	30	-6	3	4
15	CC(c1ccccc1)N1CC(C(=O)NC2CCCC2)CC1=O (centres undefined)	-2	99	-0.9	-70	-5	99	nt	-13	2	-3
16	CCCCNC(=O)C1COc2ccccc2O1 (centres undefined)	1	103	0.6	-55	-2	114	18	-11	-1	10
17	COc1ccc(N(CC(=O)NC2CCCC2)C(=O)Cn2nnc(-c3ccc(C)cc3)n2)cc1	nt	87	-4.1	-21	4	82	6	-2	4	-2
18	CCOc1ccccc1N(C(=O)c1snc(C(N)=O)c1N)C(C(=O)NC1CCCC1)c1ccco1 (centres undefined)	-1	80	-2.5	-30	-9	77	5	-13	20*	4
19	OC(COCC(F)(F)C(F)(F)C(F)(F)C(F)F)Cn1c2ccc(Cl)cc2c2cc(Cl)ccc21 (centres undefined)	-4	2.2*	-6.1	-33	1	1.7*	36	-1	-2	-9
20	Cn1c2ccccc2c2c(C(=O)O)cn(C3CCCC3)c(=O)c21	0	90	-3.9	-8	nt	83	18	-3	-3	3
21	CSc1nc(C)cc(Oc2ccc(=O)n(C)n2)n1	-1	91	-1.8	-12	1	100	17	-8	2	0
22	Cc1c(C(Nc2ccccn2)c2ccccc2)c(=O)n(-c2ccccc2)n1C (centres undefined)	nt	96	-1.0	-6	-34	107	25	-4	0	-5
23	CCOC(=O)c1c(C)n(C)c2ccc(OC)c(NS(=O)(=O)c3ccc(Cl)s3)c12	nt	89	-0.8	-53	5	92	22	-30	0	0
24	S=c1[nH]nc(C2CCCCC2)n1/N=C/C(Cl)=C\c1ccccc1	-13	12	-5.6	-28	nt	9	18	7	14	-5
25	CCn1c2ccccc2c2cc(N=C3SC(CC(=O)Nc4ccccc4)C(=O)N3C)ccc21 (centres undefined)	nt	55	-3.9	-43	nt	54	6	-9	3	-5
26	Cc1nn(-c2ccccc2)c(N)c1C(c1ccc(C(C)C)cc1)c1c(C)nn(-c2ccccc2)c1N	-9	77	-4.6	-37	nt	69	10	1	4	-10
27	COc1ccc(NC(=O)CC2C(=O)N(c3ccc(Cl)cc3)C(=S)N2CCc2ccccn2)cc1 (centres undefined)	-3	69	-6.1	-28	nt	60	7	0	-2	7
28	COc1c(C)cccc1C(=O)Nc1ccc(CN2CCCCC2)cc1	0	85	-0.2	-36	-17	94	4	-12	1	-1
29	CC(C)(C)NC(=O)C(c1ccco1)N(C(=O)c1ccc(CN2CCOCC2)o1)c1ccccc1 (centres undefined)	0	98	-1.0	-18	-27	98	29	-6	2	-2
30	Cc1scc(C(=O)N/N=C/c2ccc(OCC(C)C)cc2)c1C	-1	61	-0.1	-40	nt	76&79	2	-19	7	-1

# Two compounds picked at random from those above, as already listed:
item	SMILES	Phagocyt inh	bCat KO growth	MRP-1 activ	BB579 growth dn	E-sel TNF inh	PTEN del growth	Measles CPE	Yeast lifespan up	NPY Y2 blocker	GALR2 antag
23	CCOC(=O)c1c(C)n(C)c2ccc(OC)c(NS(=O)(=O)c3ccc(Cl)s3)c12	nt	89	-0.8	-53	5	92	22	-30	0	0
19	OC(COCC(F)(F)C(F)(F)C(F)(F)C(F)F)Cn1c2ccc(Cl)cc2c2cc(Cl)ccc21 (centres undefined)	-4	2.2*	-6.1	-33	1	1.7*	36	-1	-2	-9

# (further entries)
item	SMILES	Phagocyt inh	bCat KO growth	MRP-1 activ	BB579 growth dn	E-sel TNF inh	PTEN del growth	Measles CPE	Yeast lifespan up	NPY Y2 blocker	GALR2 antag
31	COc1cc(S(=O)(=O)n2nnc3ccccc32)c(OC)cc1Cl	nt	89	2.0	-17	-17	96	1	nt	4	12
32	COc1ccc(N2CCN(C(=O)NC3CCCCC3)CC2)cc1	nt	92	-0.5	-15	-25	101	20	nt	1	0
33	COc1cc2c(cc1OC)C(c1cc3cc4c(cc3[nH]c1=O)OCO4)N(C(=O)C1CC1)CC2 (centres undefined)	nt	79	-3.3	-2	7	85	1	nt	7	-10
34	O=C(Nc1ccc(N2CCCC2)c(Cl)c1)c1cccc(-c2cc3ccccc3oc2=O)c1	-9	98	0.1	-12	-3	83	14	0	1	-2
35	CCOC(=O)c1nc2cc3n(c(CC(C)C)c-2c1C)CC(C)=C3C	nt	90	-3.8	-49	29	88	13	nt	-1	-4
36	Cc1ccc(OCc2nnc(NC(=O)Cc3cccs3)s2)cc1	0	103	0.2	7	25	104	7	-12	8	-5
37	O=c1[nH]c(SCc2nc3c(cnn3-c3ccccc3)c(=O)[nH]2)nc2ccccc12	nt	22	-4.2	-31	-41	30	36	-16	1	-5
38	O=C1c2ccccc2-c2c1cccc2C(=O)N1CCCCC1	nt	87	-3.1	-4	-21	96	7	nt	15	-14
39	O=C(Nc1ncc(Cc2cccc(C(F)(F)F)c2)s1)c1ccc(-c2cccc([N+](=O)[O-])c2)o1	-6	39	4.6	-43	14	45	13	-1	-1	0
40	COc1cccc(/C=N/NC(=O)CO/N=C(\C)c2cccs2)c1OC	nt	92	0.0	-25	12	89	5	-22	8	2
41	O=C(CC(c1ccco1)C1CCCCC1=O)c1ccco1 (centres undefined)	0	94	-3.7	-3	12	88	15	-4	0	-6
42	COc1ccc(N(CC(=O)NCCSCc2c(F)cccc2Cl)S(C)(=O)=O)cc1OC	-1	100	-0.1	-21	14	99	28	-10	3	-12
43	Cc1ccc(SC(=O)COc2ccccc2C)cc1	0	90	-1.4	-18	1	nt	4	-6	-2	0
44	O=C(O)C1CCCCC1C(=O)Nc1cc(Cl)ccc1Cl (centres undefined)	nt	99	-0.7	-28	-34	107	3	1	-1	14
45	Cc1cc(C(C)(C)C)oc1C(=O)Nc1ccc(CC(=O)O)cc1	-1	100	-0.8	-13	-14	102	6	-2	-1	6
46	C=CCSc1nccc(=O)[nH]1	-6	98	-0.9	-27	nt	104	4	3	1	7
47	CCC1(C)Cc2c(sc3nc(SC)n(Cc4ccccc4)c(=O)c23)CO1 (centres undefined)	-2	75	4.4	-35	-11	78	3	-2	0	-9
48	Cc1ccc(-c2nnc3sc(-c4ccncc4)nn23)cc1	-1	89	-1.2	-5	-1	78	26	-7	3	22
49	C=CCN(CC=C)C(=S)NC(=O)c1ccc(-c2ccccc2)cc1	0	23	0.4	-2	-18	17	15	-14	9	-6
50	O=S(=O)(NC1CCCCC1)c1ccc(Br)cc1	-3	85	1.2	13	-20	73	4	-10	-1	-6
51	CCOC(=O)c1c(CN(C)C)n(-c2ccc(C)cc2)c2cc(Br)c(O)cc12	-1	86	-3.8	-6	nt	88	2	0	8	-8
52	Fc1ccc(NC(=S)Nc2cccc(Cl)c2)cc1	-1	88	-1.1	15	nt	84	5	-5	1	11
53	CC(=O)Nc1ccc(S(=O)(=O)Nc2nc3ccc(C)cc3s2)cc1	1	85	-2.4	10	-57	92	3	-4	2	1
54	N#CC(C#N)=NNc1ccc(S(=O)(=O)N2CCCCC2)cc1	-5	72	3.1	-25	nt	74	7	2	3	8
55	COCc1[nH]nc2c1C(c1ccccc1OC)C(C#N)=C(N)O2 (centres undefined)	-2	93	0.5	-56	nt	98	3	nt	nt	nt
56	O=C(c1cccc2c1-c1ccccc1/C2=N/O)N1CCCCC1	-1	102	-2.4	-22	-8	95	10	nt	13	6
57	COC(=O)c1sc2nc(SCc3cccc(F)c3)n(N)c(=O)c2c1C	-2	62	-0.5	-18	nt	44	6	-3	2	4

# In the list so far, these contain an aryl thioether with sulfur outside any ring:
item	SMILES	Phagocyt inh	bCat KO growth	MRP-1 activ	BB579 growth dn	E-sel TNF inh	PTEN del growth	Measles CPE	Yeast lifespan up	NPY Y2 blocker	GALR2 antag
2	CSc1ccc(CNc2ccc(C)c(C)c2)cc1	nt	93	2.0	1	-2	86	10	-4	1	-4
8	CCC(C)[C@H](N)c1nnc(SCC(=O)c2ccc(Cl)cc2)o1 (some centres undefined)	0	101	-0.8	-49	1	116	6	-3	3	0
14	COc1cc2nc(SCC(N)=O)n(CCC3=CCCCC3)c(=O)c2cc1OC	-1	83	-3.3	-29	nt	72	30	-6	3	4
21	CSc1nc(C)cc(Oc2ccc(=O)n(C)n2)n1	-1	91	-1.8	-12	1	100	17	-8	2	0
37	O=c1[nH]c(SCc2nc3c(cnn3-c3ccccc3)c(=O)[nH]2)nc2ccccc12	nt	22	-4.2	-31	-41	30	36	-16	1	-5
46	C=CCSc1nccc(=O)[nH]1	-6	98	-0.9	-27	nt	104	4	3	1	7
47	CCC1(C)Cc2c(sc3nc(SC)n(Cc4ccccc4)c(=O)c23)CO1 (centres undefined)	-2	75	4.4	-35	-11	78	3	-2	0	-9
57	COC(=O)c1sc2nc(SCc3cccc(F)c3)n(N)c(=O)c2c1C	-2	62	-0.5	-18	nt	44	6	-3	2	4
